BoNT-A LC inh2: BoNT A light chain protease inhibition; AID 588499; inhibition, % at 10 µM; multiplex microsphere protease substrate cleavage, flow cytometry; 360,000 compounds, 0.17% hits; note: plate controls were buffer without enzyme for full effect and enzyme alone for no effect
PrPC TRFRET: cell surface PrPC inhibition, primary TR-FRET screen; 370,000 compounds, 0.43% hits; inhibition, % at 13.8 µM; TR-FRET read-out; P04156; in the data active = inhibition above about 24%; note: 0% = median of the test wells and 100% = reference compound wells
CCHFV vOTU inh: blocks the CCHF virus ovarian tumor domain protease. CCHFV vOTU protease, Pep-AMC fluorescence. inhibition, % at 11.5 µM. 370,000 compounds, 0.55% hits; in the data active = inhibition above about 30%; note: 0% = vehicle wells with enzyme and 100% = no enzyme wells
3CLpro inhibitor: SARS-CoV 3CLpro protease inhibition. P0C6X7. recombinant SARS-CoV 3CLpro, quenched FRET peptide cleavage. inhibition, % at 6 µM. 290,000 compounds, 0.14% hits; in the data active = inhibition above about 12%
VHR inh abs: inhibitors of human VHR1 phosphatase (DUSP3) | recombinant VHR phosphatase, pNPP absorbance | inhibition, % at 13.3 µM | 290,000 compounds, 0.52% hits | AID 1654; in the data active = inhibition above about 50%; note: some compounds called inactive have numbers as strong as hits
MazEF act: increases E. coli MazEF RNase cleavage of RNA. P0AE70. FAM/BHQ RNA-DNA oligo cleavage fluorescence, 5 h. activation, % at 20 µM. 350,000 compounds, 0.32% hits; in the data active = activation above about 50%
Target sequence (P0AE70 whole entry, looked up): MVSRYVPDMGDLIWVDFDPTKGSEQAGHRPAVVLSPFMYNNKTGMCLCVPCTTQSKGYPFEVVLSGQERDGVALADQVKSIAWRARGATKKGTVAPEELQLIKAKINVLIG
Rv3671c inh: Rv3671c (M. tuberculosis) protease inhibition. inhibition, % at 5.96 µM. 320,000 compounds, 0.048% hits. AID 2606; in the data active = inhibition above about 38%;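 note: extracellular domain of Rv3671c used as enzyme; 0% = enzyme with DMSO and 100% = no enzyme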
Anthrax LF inh2: blocks Bacillus anthracis lethal factor protease | P15917 | multiplex microsphere protease cleavage assay, LF | inhibition, % at 10 µM | 360,000 compounds, 0.12% hits; note: plate controls were buffer without enzyme for full effect and enzyme alone for no effect
Target sequence (P15917 whole entry, looked up): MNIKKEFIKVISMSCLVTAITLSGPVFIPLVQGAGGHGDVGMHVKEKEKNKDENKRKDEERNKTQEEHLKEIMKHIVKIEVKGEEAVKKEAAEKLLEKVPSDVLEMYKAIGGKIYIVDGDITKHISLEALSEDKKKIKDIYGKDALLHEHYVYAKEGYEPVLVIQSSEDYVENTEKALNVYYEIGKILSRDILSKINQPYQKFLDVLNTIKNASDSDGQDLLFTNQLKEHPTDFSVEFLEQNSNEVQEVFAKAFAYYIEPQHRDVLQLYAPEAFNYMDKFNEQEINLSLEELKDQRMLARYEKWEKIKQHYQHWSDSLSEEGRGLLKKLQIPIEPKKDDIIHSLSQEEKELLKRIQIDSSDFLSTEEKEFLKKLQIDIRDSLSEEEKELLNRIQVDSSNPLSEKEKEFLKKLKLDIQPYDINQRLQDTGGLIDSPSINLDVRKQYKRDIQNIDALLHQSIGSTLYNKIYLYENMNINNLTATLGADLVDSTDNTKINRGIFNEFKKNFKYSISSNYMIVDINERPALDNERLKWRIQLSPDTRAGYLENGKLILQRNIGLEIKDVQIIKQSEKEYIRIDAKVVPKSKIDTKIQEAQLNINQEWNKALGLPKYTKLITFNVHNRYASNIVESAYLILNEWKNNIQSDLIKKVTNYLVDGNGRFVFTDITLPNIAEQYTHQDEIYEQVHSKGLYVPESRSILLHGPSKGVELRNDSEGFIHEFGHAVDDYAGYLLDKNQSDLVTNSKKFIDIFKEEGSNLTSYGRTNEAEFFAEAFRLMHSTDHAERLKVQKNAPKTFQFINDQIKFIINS
SSB-PriA inh: inhibitors of Klebsiella pneumoniae PriA binding to SSB C-terminal tail | AlphaScreen SSBct-PriA binding, biotinylated peptide | inhibition, % at 33 µM | 430,000 compounds, 0.6% hits; in the data active = inhibition mostly above about 37%, no sharp cut-off; inactive = mostly below about 20%;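 note: plate controls were negative control peptide for no effect and reference peptide for full effect; strong numbers were not always called active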
BoNT F protease: inhibitors of Botulinum neurotoxin F light chain protease; Multiplex microsphere protease cleavage assay, flow cytometry; inhibition, % at 10 µM; 360,000 compounds, 0.22% hits; in the data active = inhibition above about 35%, passing the limit was not always enough; inconclusive = no clear call, values can overlap the other calls; note: plate controls were buffer without enzyme for full effect and enzyme alone for no effect
* = called active by the depositor; ? = inconclusive; · = no result given; & = joins results of further samples. Cut-off read from the data, not from the text of the source, unless noted: active = inhibition above about 30%; inconclusive = no clear call, values can overlap the other calls; inactive = below that. Only part of the results is shown; rates above refer to the full screens.

mol,BoNT-A LC inh2,PrPC TRFRET,CCHFV vOTU inh,3CLpro inhibitor,VHR inh abs,MazEF act,Rv3671c inh,Anthrax LF inh2,SSB-PriA inh,BoNT F protease
CCc1ccc(C(=O)/C=C/Nc2ccc(S(=O)(=O)Nc3cnc4ccccc4n3)cc2)cc1,0.7&0.9,-5&4,1&-8,-2,11,-5&6,6,-5&-3,-8,12&10
O=C(NN1CCOCC1)c1sc2cccc(F)c2c1Cl,0.4,-2,-6,-2,-7,11,9,0,11,-12
COc1ccc2c(-c3ccccc3)cc(SCC(=O)NC3CCS(=O)(=O)C3)nc2c1 (centres undefined),0.4,5,16,3,38,-7,-13,-1,-12,-2
O=S1(=O)CCO[C@H]2Cc3ccccc3[C@H]2N1Cc1ccc(F)cc1,0.2,2,5,-4,20,-15,-14,-3,-6,2
COc1ccc(C2N(S(=O)(=O)c3ccc(C)cc3)CCN2S(=O)(=O)c2ccc(C)cc2)cc1,-0.5,-11,6,5,24,0,-5,-2,-10,0
CCOC(=O)c1cccc(N2CC3CNC(=O)C2(C(=O)OC)N3C)c1 (centres undefined),-0.6,-2,0,·,·,6,0,0,-29,-9
CNS(=O)(=O)c1cc(NC(=O)c2cccc3cccnc23)ccc1C,-3.9,-3,2,3,4,7,-6,-4,9,-32
COc1cc2c(cc1[N+](=O)[O-])-c1ccc([N+](=O)[O-])cc1C2=NO,0.1,-36,16,·,·,7,·,2,·,-10
CCn1c(COc2ccccc2C)nnc1SCC(=O)NC1CCCC1,1.4,4,-3,5,28,0,2,0,-20,4
COc1ccccc1N1C(=O)CC(Nc2ccc(N3CCOCC3)cc2)C1=O (centres undefined),-0.5,-16,5,0,0,4,-3,-4,25,-20
Clc1ccc(-c2noc(CN3CCOCC3)n2)cc1,-5.5,5,-12,-1,-5,10,6,?,-3,-2
Cc1ccc(S(=O)(=O)N2CCC[C@H]2C(=O)OCC(=O)N2CCc3ccccc32)cc1,1.1,-4,-1,·,·,-11,-2,-3,-10,-2
Fc1ccc(C(c2nnnn2CCc2ccccc2)N2CCCc3ccccc32)cc1 (centres undefined),-1.9,21,11,4,0,-2,3,-6,-12,-33
CCC(CCCO)CCC[C@H](C)CCC1OCCO1 (some centres undefined),0.6,2,11,·,·,6,-9,-2,-15,-8
COc1ccc(CCNC(=O)c2nn(C)c3c2CS(=O)(=O)c2ccccc2-3)cc1OC,1.0,·,·,1,35,17,-7,4,-1,-2
COC(=O)CSc1ccc2nnc(-c3ccc(F)cc3)n2n1,?,4,-14,6,19,9,1,-3,4,3
CN(C)C(=O)c1cccc(-c2cnc3c(NC=O)cc(-c4cccc(C(F)(F)F)c4)cn23)c1,-0.1,-11,14,·,·,·,·,-10,·,-5
COc1ccc(CCN(C)C(=O)/C=C/c2c(Cl)nc3ccccn23)cc1OC,-0.3,-5,15,3,-20,-3,-9,-5,-2,-4
Cc1c(C(=O)N2CCN(c3ccccn3)CC2)oc2ccccc12,2.9,3,0,-2,-2,2,1,-12,-7,1
COc1ccc(C(C(=O)NCc2ccc(F)cc2)N(C(=O)c2csnn2)C2CC2)cc1 (centres undefined),1.7,0,16,1,12,6,4,-4,-14,-2
NC(=O)c1ccsc1NC(=O)COC(=O)C1CC2CCCC(C1)C2=O (centres undefined),-0.3,2,2,2,14,-4,7,-1,-11,-16
COc1ccc(CCNCc2ccc(F)cc2)cc1OC,-0.3,-8,9,0,2,6,1,-4,6,-15
CCN(Cc1nc2ccccc2c(=O)[nH]1)C(=O)c1ccc(C)c(NC(=O)c2ccco2)c1,-0.3,-2,0,·,·,-18,-3,-6,-2,-8
O=C(COC(=O)c1cccc2ccccc12)NCCCc1ccccc1,-0.4,9,9,7,-8,6,-10,-1,-1,-1
C=CC[C@@H](CC(=O)OC(C)(C)C)C(=O)OC[C@H]1CCCN1C(=O)[C@@H](CC=C)CC(=O)NCCO,-0.5,-4,6,·,·,-1,7,-8,2,-6
COc1ccc(C(F)(F)F)cc1NC(=O)c1nc2nc(C)cc(C(F)F)n2n1,-0.9,2,1,1,-11,15,-7,-1,-7,-35
CCOC(=O)c1ccc(-c2n[nH]c(=O)c3ccccc23)cc1,0.0,4,13,0,8,-4,-8,7,-9,3
COc1ccc(/C=N/NC(=O)C2COc3ccccc3O2)cc1OC (centres undefined),0.0,4,8,-3,28,10,-5,-2,·,-2
Cc1c(Cl)cccc1NC(=O)C1CCCCC1,·,5,5,-4,11,·,-4,·,·,·
COC(=O)Cc1c(C)c2ccc(OC3CCCCC3=O)cc2oc1=O (centres undefined),1.3,1,-57,-2,24,-1,·,12,3,17

No new results follow: 12 of the compounds above.
mol,BoNT-A LC inh2,PrPC TRFRET,CCHFV vOTU inh,3CLpro inhibitor,VHR inh abs,MazEF act,Rv3671c inh,Anthrax LF inh2,SSB-PriA inh,BoNT F protease
COc1cc2c(cc1[N+](=O)[O-])-c1ccc([N+](=O)[O-])cc1C2=NO,0.1,-36,16,·,·,7,·,2,·,-10
CCn1c(COc2ccccc2C)nnc1SCC(=O)NC1CCCC1,1.4,4,-3,5,28,0,2,0,-20,4
COc1ccccc1N1C(=O)CC(Nc2ccc(N3CCOCC3)cc2)C1=O (centres undefined),-0.5,-16,5,0,0,4,-3,-4,25,-20
Clc1ccc(-c2noc(CN3CCOCC3)n2)cc1,-5.5,5,-12,-1,-5,10,6,?,-3,-2
Cc1ccc(S(=O)(=O)N2CCC[C@H]2C(=O)OCC(=O)N2CCc3ccccc32)cc1,1.1,-4,-1,·,·,-11,-2,-3,-10,-2
Fc1ccc(C(c2nnnn2CCc2ccccc2)N2CCCc3ccccc32)cc1 (centres undefined),-1.9,21,11,4,0,-2,3,-6,-12,-33
CCC(CCCO)CCC[C@H](C)CCC1OCCO1 (some centres undefined),0.6,2,11,·,·,6,-9,-2,-15,-8
COc1ccc(CCNC(=O)c2nn(C)c3c2CS(=O)(=O)c2ccccc2-3)cc1OC,1.0,·,·,1,35,17,-7,4,-1,-2
COC(=O)CSc1ccc2nnc(-c3ccc(F)cc3)n2n1,?,4,-14,6,19,9,1,-3,4,3
CN(C)C(=O)c1cccc(-c2cnc3c(NC=O)cc(-c4cccc(C(F)(F)F)c4)cn23)c1,-0.1,-11,14,·,·,·,·,-10,·,-5
COc1ccc(CCN(C)C(=O)/C=C/c2c(Cl)nc3ccccn23)cc1OC,-0.3,-5,15,3,-20,-3,-9,-5,-2,-4
Cc1c(C(=O)N2CCN(c3ccccn3)CC2)oc2ccccc12,2.9,3,0,-2,-2,2,1,-12,-7,1

(list continues)
mol,BoNT-A LC inh2,PrPC TRFRET,CCHFV vOTU inh,3CLpro inhibitor,VHR inh abs,MazEF act,Rv3671c inh,Anthrax LF inh2,SSB-PriA inh,BoNT F protease
Cc1cccn2c(=O)nc(SCC(=O)NCc3ccccc3Cl)nc12,-0.8,-8,2,·,·,6,3,2,-21,3
C=CCn1c(O)c(C(CC)=Nc2ccc(N(C)C)cc2)c(=O)[nH]c1=O,0.4,2,38*,2,1,6,-13,-13,0,2
CCCCCc1nnc(NC(=O)C(=O)OCC)s1,0.3,4,9,-4,30,-3,1,3,0,7
O=C(NCc1ccccn1)c1nc(-c2cccs2)no1,0.2,6,14,8,8,4,-4,-3,-17,-1
COc1cc(OC)c([N+](=O)[O-])cc1/C=N/NC(=O)c1ccncc1,-1.3,-7,34*,5,1,8,-7,-10,·,-5
Cc1nc2ccccn2c1C(=O)c1ccccc1,-1.4,3,0,-1,-5,4,7,5,-16,0
CC(C)(C)OC(=O)N/N=C\c1ccc([N+](=O)[O-])s1,0.3,-35,-5,-1,36,0,0,-4,·,-2
Cc1ccc(C(=O)O/N=C/c2c(C(F)(F)F)nn(C)c2Sc2ccc(Cl)cc2)cc1,0.3,3,9,3,-41,0,1,-1,·,4
COc1cccc(C(=O)NC2CC3CCC(C2)N3Cc2ccccc2)c1 (centres undefined),-8.1,-5,4,6,39,6,-3,-13,-17,-10
COc1cc(CN2CCN(Cc3ccc(C)cc3)C(CCO)C2)ccc1O (centres undefined),-1.1,-4,-11,-1,14,6,1,-4,-6,-3
Cc1cc(=O)oc(C)c1C(=O)N1CCCCC1,-0.6,-4,9,-3,25,0,1,-4,-16,10
C/C(=C\c1ccccc1)CN1CCN(Cc2ccc(C)o2)C(CCO)C1 (centres undefined),-0.3,9,1,-1,18,2,3,2,0,-4
NC(=O)c1ncn([C@@H]2O[C@H](CNC(=O)[C@@H](N)Cc3cccnc3)[C@@H](O)[C@H]2O)n1,-0.4,7,14,·,·,8,·,2,-4,-5
COc1ccc(NS(=O)(=O)Cc2ccccc2)cc1OC,2.4,-5,-1,-1,10,-3,-7,0,3,-2
Cn1nccc1NC(=O)CC(CC(=O)O)c1ccccc1 (centres undefined),-0.5,6,-12,5,32,-2,-1,-5,-4,1
CN(C(=O)Cn1nc(C(=O)O)c2ccccc2c1=O)c1ccccc1,-2.9,-10,-6,-3,7,-29,-2,-2,-4,-10
Cc1cccc(C)c1NC(=S)N(CCCN1CCOCC1)Cc1cccnc1,-0.1,0,-8,2,4,1,9,-3,-15,-4
CC(C)C(=O)Nc1ccc(NC(=O)c2ccc([N+](=O)[O-])cc2Cl)cc1,-0.3,-14,1,-3,-8,5,4,-1,-5,-2
C/C(=N/NS(=O)(=O)c1cc(C)ccc1C)c1c[nH]c2ccccc12,-0.1,-5,-2,7,18,3,0,-1,·,-3
O=C(Cc1c(Cl)cccc1Cl)OCC(=O)N1CCc2ccccc2C1,-0.9,11,6,0,23,-3,5,-2,-10,-6
Cc1onc(-c2ccccc2)c1C(=O)N1CCCC(C(F)(F)F)C1 (centres undefined),-1.0,-2,-2,2,18,0,4,1,-3,2
COc1ccc(CCn2c(N)cc(=O)[nH]c2=S)cc1OC,0.5,10,-4,1,-5,-11,-5,-7,-1,-6
COc1ccc(CCNC(=O)c2coc(=O)c(Br)c2)cc1,·,-7,-21,5,20,7,-2,·,-13,·
CC(Sc1nc2ccccc2c(=O)n1CC1CCCO1)C(=O)N(C)c1ccccc1 (centres undefined),-0.4,3,6,·,·,1,0,-4,-16,-7
COC(=O)C1=CN(Cc2ccc(OC)c(OC)c2)C=C(C(=O)OC)C1c1ccc(O)cc1,-3.1,-10,-140,7,-4,-36,·,-2,-22,3
